Compound activity from PubChem.
PMI act hi M6P = PMI (human) activation, high substrate. coupled PMI enzyme assay, resazurin fluorescence, 20 min; stronger effect = higher value; 1 = untreated enzyme, 0 = substrate-free blank. 190,000 tested, 0.34% active. P34949. activation factor at 20 µM. AID 1216;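 active = activation factor of 2 or more at 20 µM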
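Test system: human phosphomannose isomerase with PGI, G6PDH, diaphorase coupling enzymes; Amount: PMI at 15 ng/mL final; Reagent: Mannose-6-phosphate 1.0 mM (near-saturating) plus 0.22 mM NADP+; Timing: 20 min, room temperature; Technique: resorufin fluorescence at Ex 544/Em 590 nm; Dosing: 20 µM single dose.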
DTT redox prof = compounds producing H2O2 with reducing agent – biochemical, NIH compound library profiling, artefact control for MLSCN library redox annotation, primary screen. activation, % at 10 µM. 200,000 tested, 0.03% active. AID 878. DTT-dependent redox cycling H2O2, phenol red/HRP absorbance; 100% = 100 µM peroxide control, 0% = buffer;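 active = activation of at least 50% relative to the plate's high and low controls in the primary single-dose screen; inactive = activation below 50%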;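 note: compound incubated with DTT at 0.8 mM final as the reducing agent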
S1P3 antagonist = S1P3 (human) receptor antagonism; Q99500; CHO S1P3 NFAT-BLA reporter, FRET fluorescence, antagonist mode; inhibition, % at 4.98 µM; 170,000 tested, 0.27% active;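 active = inhibition above the plate cutoff, the mean inhibition of test wells on that plate plus 3 SD, cut at about 28% in these data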;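 note: cells challenged with S1P at its EC80 of 0.8 µM; blue over green emission ratio from cleaved BLA substrate after 4 h stimulation; 0% = S1P-stimulated wells and 100% = unstimulated DMSO-only wells; some compounds past the cut are filed as inactive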
Target sequence (Q99500 whole entry, looked up): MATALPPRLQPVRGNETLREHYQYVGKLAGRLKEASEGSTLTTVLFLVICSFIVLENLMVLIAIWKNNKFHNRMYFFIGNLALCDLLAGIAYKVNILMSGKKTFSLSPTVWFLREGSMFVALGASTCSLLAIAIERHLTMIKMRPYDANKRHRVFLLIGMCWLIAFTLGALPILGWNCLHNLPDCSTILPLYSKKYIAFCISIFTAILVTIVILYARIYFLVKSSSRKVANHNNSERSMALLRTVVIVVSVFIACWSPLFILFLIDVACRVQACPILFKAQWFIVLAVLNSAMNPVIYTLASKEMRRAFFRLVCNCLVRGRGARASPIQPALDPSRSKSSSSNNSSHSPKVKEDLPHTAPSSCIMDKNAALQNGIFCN
RAM inhibit = yeast RAM network inhibition; inhibition, % at 50 µM; 190,000 tested, 1.8% active; S. cerevisiae dse1pr::URA3 reporter, 5-FOA growth OD615, 2 d; analog-sensitive cbk1-as2 kinase mutant strain; AID 868;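 active = inhibition above a set limit, 3 SD over mean compound inhibition, cut at about 8.4% in these data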;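 note: 0% = DMSO-only wells with no growth and 100% = 10 µM 1-NA-PP1 full growth; inhibition rescues growth on 5-FOA so higher OD means more RAM inhibition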
TNAP inh hi DEA = blocks human TNAP under high phosphate acceptor concentration; P05186; purified TNAP, CDP-star luminescence, 1 M DEA; inhibition, % at 20 µM; 200,000 tested, 0.03% active; AID 1135;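 active = over 50% inhibition of tissue-nonspecific alkaline phosphatase at 20 µM in the single-dose screen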;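 note: plate controls were DMSO wells for no effect and EDTA-quenched wells as full inhibition for full effect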
Target sequence (P05186 whole entry, looked up): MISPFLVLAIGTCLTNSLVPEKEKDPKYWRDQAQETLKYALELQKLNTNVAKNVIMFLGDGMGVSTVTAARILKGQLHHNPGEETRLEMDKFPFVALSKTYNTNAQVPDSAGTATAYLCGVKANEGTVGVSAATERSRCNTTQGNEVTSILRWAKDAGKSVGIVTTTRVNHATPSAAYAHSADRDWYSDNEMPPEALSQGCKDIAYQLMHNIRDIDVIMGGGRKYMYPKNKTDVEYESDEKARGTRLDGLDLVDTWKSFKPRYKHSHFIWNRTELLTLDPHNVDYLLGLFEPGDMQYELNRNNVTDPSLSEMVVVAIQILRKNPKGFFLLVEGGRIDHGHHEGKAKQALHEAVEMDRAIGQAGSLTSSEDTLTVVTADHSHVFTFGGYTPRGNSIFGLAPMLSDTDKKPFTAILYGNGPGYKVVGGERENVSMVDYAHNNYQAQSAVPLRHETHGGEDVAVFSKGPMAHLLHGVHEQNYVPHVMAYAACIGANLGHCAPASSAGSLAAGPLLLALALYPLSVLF
Lmaj promast = Leishmania major promastigote growth inhibition | Leishmania major promastigotes, resazurin fluorescence viability | inhibition, % at 10 µM | 200,000 tested, 9% active; in the data active = inhibition above about 50%;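 note: promastigotes grown with compound for 44 hours at 28 °C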
HMGR II inh = blocks class II HMG-CoA reductase of Enterococcus faecalis; purified E. faecalis HMGR, NADPH absorbance 340 nm kinetic; 190,000 tested, 0.41% active; inhibition, % at 10 µM;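 active = inhibition above a set limit, the median over all tested compounds plus 3 SD, cut at about 9.5% in these data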;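 note: enzyme runs in reverse so mevalonate oxidation gives rising NADPH absorbance; 0% = complete reaction with DMSO and 100% = background rate lacking mevalonate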
TNAP inh noacc = TNAP (human) inhibition, acceptor-free conditions. AID 1012. 200,000 tested, 0.26% active. purified TNAP, CDP-star luminescence, 30 min. P05186. inhibition, % at 20 µM;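 active = tissue-nonspecific alkaline phosphatase inhibition above about 50% at 20 µM in the single-dose screen, limit read from the data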;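 note: 0% = DMSO negative control and 100% = EDTA positive control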
PMI activator = activators of human phosphomannose isomerase; P34949; purified human PMI, coupled resazurin fluorescence, 20 min; stronger effect = higher value; 1 = vehicle control, 0 substrate-free wells; activation factor at 20 µM; 190,000 tested, 0.005% active; AID 1214;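 active = activation factor of 2 or more at 20 µM, relative to plate controls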
Hsp70 activator = transcriptional activators of Hsp70; HeLa Hsp70 promoter luciferase reporter, luminescence; scaled: vehicle 0, proteasome-inhibitor control 100%; activation, % at 10 µM; 200,000 tested, 0.04% active; AID 1203;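 active = activation above the mean across all tested compounds plus 3 SD, cutoff set per campaign, cut at about 5.5% in these data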;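 note: 100% = MG132 at 30 µM as the positive control and 0% = DMSO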
* hit, by the source's call; . = not tested or not shown. Hits appear at their usual frequency; about 12% have a hit in one of these screens.

SMILES	PMI act hi M6P	DTT redox prof	S1P3 antagonist	RAM inhibit	TNAP inh hi DEA	Lmaj promast	HMGR II inh	TNAP inh noacc	PMI activator	Hsp70 activator
O=C(Cn1cc2c(n1)CCCC2)NCc1cccs1	0.9	-0.8	1	-0.5	-5	-10	-9	-11	1	-0.6
O=C(CN1C(=O)c2ccccc2S1(=O)=O)N1CCN(c2ccc(F)cc2)CC1	0.9	-0.2	-28	3.9	-4	-1	-4	-12	0.9	0.2
COc1cccc(CNc2ncn[nH]2)c1OCc1ccccc1F	1	-0.3	-7	1.9	-6	11	-1	-13	1	-0.2
CC(C)(C)n1cnc2cc(NS(=O)(=O)c3ccccc3)ccc21	1	0.1	34	-0.7	12	0	-5	25	1	-0.2
CCOC(=O)CSc1nc(NC#N)nc(N(CC)CC)n1	1.1	2.1	.	1.0	1	-5	-1	-8	1.1	-0.1
CS/C(=C\[N+](=O)[O-])Nc1ccc(F)cc1	0.9	0.2	.	1.0	-3	5	0	-5	0.8	-0.3
CCn1c(NCc2ccccc2NS(=O)(=O)c2ccc(C)cc2)nc2ccccc21	0.9	-0.3	8	2.2	-3	72*	1	-29	0.8	0.0
CCCCCCOC(=O)c1ccc(NC(=O)c2cc(OC)c(OC)c(OC)c2Br)cc1	0.9	-0.1	.	11*	-6	-2	-3	-3	0.9	-0.5
O=S(=O)(c1ccc(Sc2nnc3ccccn23)nc1)N1CCOCC1	1	-1.9	-10	3.2	2	0	-8	-6	0.9	-0.3
COc1ccc(-c2nc(CSCC(=O)NC3CCCc4ccccc43)c(C)o2)cc1 (centres undefined)	1	0.8	.	4.3	-10	3	0	-17	0.9	0.0
Cc1cc(N/C=C/C(=O)c2ccc(Br)cc2)no1	1	0.6	.	1.3	0	1	-6	-4	1	0.1
O=C(NC1CCCCC1)C1CCCN(S(=O)(=O)c2ccc(Br)s2)C1 (centres undefined)	1.1	0.3	-3	4.2	0	13	-2	-8	1.1	-0.4
O=C(NCCN1CCOCC1)c1ccc(N2CCCC2)c([N+](=O)[O-])c1	1	-1.1	-2	0.6	6	-2	0	2	1.1	0.0
CCN(CC)c1nc(N)nc(NS(=O)(=O)c2ccc(Cl)cc2)n1	1	0.5	-34	0.7	-6	-1	-1	-13	0.9	0.4
NC(=O)C1CCN(CC(=O)Nc2cccc(C(=O)Nc3cccc(C(F)(F)F)c3)c2)CC1	1	0.3	-11	1.0	2	-4	-10	-5	1	-0.3
CCCSc1nnc(NC(=O)Nc2ccc(F)cc2)s1	0.9	-2.6	.	1.1	-1	-4	-1	0	0.9	-0.5
COc1ccc(C2Nc3ccccc3C(=O)N2c2ccc(C)cc2)cc1Cn1cc([N+](=O)[O-])cn1 (centres undefined)	1	1.9	.	2.1	-4	31	-3	-7	1	-0.1
CCN1CC2([N+](=O)[O-])C=CC(=O)C([N+](=O)[O-])(C1)C2CC(=O)c1ccccc1 (centres undefined)	0.9	0.4	.	0.9	-3	4	-1	-7	0.9	-0.2
CN(Cc1ccccc1)C(=O)c1nc2ccccn2c1CNCCOc1cccnc1	0.9	-0.8	-6	-0.1	-3	-4	-5	-1	0.9	0.0
CCOc1ncccc1C(=O)Nc1ccc(F)cc1	1	-0.2	2	0.0	-3	-1	-8	-12	1	-0.4

Reprinted from the results shown, 2 compounds:
SMILES	PMI act hi M6P	DTT redox prof	S1P3 antagonist	RAM inhibit	TNAP inh hi DEA	Lmaj promast	HMGR II inh	TNAP inh noacc	PMI activator	Hsp70 activator
CCCSc1nnc(NC(=O)Nc2ccc(F)cc2)s1	0.9	-2.6	.	1.1	-1	-4	-1	0	0.9	-0.5
COc1ccc(C2Nc3ccccc3C(=O)N2c2ccc(C)cc2)cc1Cn1cc([N+](=O)[O-])cn1 (centres undefined)	1	1.9	.	2.1	-4	31	-3	-7	1	-0.1

Remaining list, next part
SMILES	PMI act hi M6P	DTT redox prof	S1P3 antagonist	RAM inhibit	TNAP inh hi DEA	Lmaj promast	HMGR II inh	TNAP inh noacc	PMI activator	Hsp70 activator
CCOC(=O)c1c(C)[nH]c(C(=O)OCC(=O)N2CCc3ccccc32)c1C	0.9	3.6	-17	-0.1	1	4	-2	-6	1	-0.5
COc1ccc(S(=O)(=O)Nc2ccccc2Cl)cc1NC(C)=O	1.1	0.4	-1	1.1	-9	3	-1	-6	1.1	0.1
CC(O)C(NS(=O)(=O)c1ccc(Cl)cc1)C(=O)OCc1cc([N+](=O)[O-])cc2c1OCOC2 (centres undefined)	1	-1.9	10	14*	-5	5	0	-7	1	-0.4
CSc1ncccc1C(=O)OCC(=O)Nc1cc(C(F)(F)F)ccc1N1CCOCC1	0.8	2.8	12	-0.4	-3	12	8	-4	0.8	-0.2
CCOC(=O)COc1c(Cl)cc(C2NC(=S)NC(c3ccccc3)=C2C(C)=O)cc1OC (centres undefined)	0.7	0.2	-5	1.3	4	11	-9	3	0.7	-0.6
CCc1c(C)[nH]n(-c2ccc(Oc3ccccc3)c(S(=O)(=O)O)c2)c1=O	1.8	1.8	-28	0.3	-5	-12	-2	4	1.6	-0.4
O=c1[nH]c(SCc2n[nH]c(=S)n2-c2ccccc2)nc2sc3c(c12)CCC3	0.9	0.6	.	1.7	-3	0	0	18	0.8	0.0
CCOCC(=O)Nc1cc(C(=O)OC)ccc1C(=O)OC	1.1	0.7	.	1.6	-5	-1	-3	-2	1.1	-0.6
Cc1ccc(-c2nn3c(C)nnc3c3ccccc23)cc1S(=O)(=O)NCc1ccccc1	0.9	1.4	.	3.2	-7	-5	3	-6	1	-0.2
Cc1cc(NC(=O)c2ccc3c(c2)OCCO3)ccc1NC(=O)c1cc2ccccc2o1	0.8	-0.4	11	2.9	-2	10	-2	-1	0.8	-0.3

3 compounds from above, limited to HMGR II inh:
smiles | HMGR II inh
CCOC(=O)COc1c(Cl)cc(C2NC(=S)NC(c3ccccc3)=C2C(C)=O)cc1OC (centres undefined) | -9
COc1ccc(S(=O)(=O)Nc2ccccc2Cl)cc1NC(C)=O | -1
CCc1c(C)[nH]n(-c2ccc(Oc3ccccc3)c(S(=O)(=O)O)c2)c1=O | -2

More results:
SMILES	PMI act hi M6P	DTT redox prof	S1P3 antagonist	RAM inhibit	TNAP inh hi DEA	Lmaj promast	HMGR II inh	TNAP inh noacc	PMI activator	Hsp70 activator
CCOc1nnnc2c1sc1nc(N3CCOCC3)c3c(c12)CCCC3	1	0.1	.	2.0	-8	23	2	-3	1	-0.3
Clc1ccccc1CSc1cc2c(nn1)-c1ccccc1CC2	0.9	-11	.	10*	-6	-1	-2	-10	0.8	0.1
COc1nc(NC2CCCCC2)nc(N2CCCCCC2)n1	0.9	-0.4	.	0.7	1	38	-6	-2	0.8	-0.3
COc1ccc(-n2c(CCc3ccccc3)nnc2SCC(=O)c2ccccc2)cc1	1.1	0.2	-14	3.3	12	4	5	-19	1	-0.5
O=C(N/N=C1/CCCc2ccccc21)c1cc([N+](=O)[O-])cc([N+](=O)[O-])c1	0.9	0.2	-5	1.8	-7	11	-6	-7	0.9	0.3
COC(=O)Cc1ccc(NC(=O)c2ccccc2Br)cc1	1	-0.4	-13	0.5	-1	31	-2	-5	1	0.2
O=C(CCCCCn1c(=S)[nH]c2ccc(Br)cc2c1=O)NCC1CCCO1 (centres undefined)	1.1	0.2	.	0.9	-4	-4	-3	-10	1	-0.2
CCSc1ncnc2c1sc1nc(-c3ccco3)c3c(c12)CC(C)(C)OC3	0.9	2.6	.	0.9	-3	-2	-1	-7	0.9	-0.2
O=C(CSc1ccsc1[N+](=O)[O-])NCc1ccco1	0.9	-3.0	-20	0.6	-1	4	-4	-8	0.9	-0.1
Cc1sc2nc(-c3cccnc3)[nH]c(=O)c2c1-c1ccccc1	1	-0.3	-15	4.1	7	8	3	-18	0.8	-0.3
CCn1cc(C(=O)OC(C)C(=O)Nc2c(C)n(C)n(-c3ccccc3)c2=O)c(=O)c2ccc(C)nc21 (centres undefined)	0.8	0.3	-15	0.8	-2	-8	2	-5	0.8	-0.5
CN(CC(=O)Nc1ccc(S(=O)(=O)N(C)C)cc1)Cc1ccc(C(F)(F)F)cc1	1	-1.2	7	-0.4	-6	21	-8	-5	1	-0.1
CN(C)CCNC(=O)CNC(=S)N(Cc1ccccc1)Cc1ccccc1F	0.9	0.5	-6	-0.9	0	-2	6	-56	0.9	-0.3
C/C(=N\NC(=O)CC(C)C)c1ccc(N2CCCCC2)cc1	0.9	0.1	-6	4.9	-3	42	-4	-13	1	-0.3
Cc1ccc2c(c1)N(C(C)C(=O)NCCc1ccccc1)C(=O)CO2 (centres undefined)	1	-0.2	6	0.7	-3	-1	1	-6	0.9	-0.4
C#CCSc1nnc(-c2c[nH]c3ccccc23)n1C	0.9	-0.2	-9	0.6	-2	31	-4	-9	0.9	-0.1
CC1CN(S(=O)(=O)c2ccc(NC(=O)CCN3C(=O)c4ccccc4C3=O)cc2)CC(C)O1 (centres undefined)	1	0.1	-27	5.3	-4	-5	-4	-9	1	-0.4
O=C(NCc1ccc2c(c1)OCO2)C1CCCN(S(=O)(=O)c2cccc3nonc23)C1 (centres undefined)	1	0.3	.	5.3	-4	-2	-3	-11	0.9	-0.4
COc1nc(OC)nc(Oc2ccc([N+](=O)[O-])cc2Cl)n1	1.1	-0.4	5	0.4	1	-12	0	-3	1.1	-0.3
CCOC(=O)CCC(NC(=O)CCC(=O)NC(CCC(=O)OCC)C(=O)OCC)C(=O)OCC (centres undefined)	0.9	-0.5	-10	1.6	3	-9	-2	-13	0.9	0.0
N/C(=N\NC(=O)c1ccccc1)c1cc2ccccc2oc1=O	0.9	0.4	-11	0.7	1	16	-1	2	1	-0.1
Cc1nn(C)c(Oc2cccc(C(F)(F)F)c2)c1C=O	1.1	12	-9	1.0	-4	-10	-6	2	1.1	-0.4
COc1cc(C=O)ccc1OCc1ccc(Cl)nc1	1	-1.0	-21	-0.3	-5	2	0	-2	1	-0.3
CCOC(=O)c1[nH]c2c(c1C)C(=O)CC(c1ccc(OCC)c(OC)c1)C2 (centres undefined)	1	0.1	.	-0.5	5	-1	-1	-11	1	-0.2
COc1ccc(Cn2nnnc2C(c2ccc(F)cc2)N2CCN(C3CCCC3)CC2)cc1 (centres undefined)	0.9	-0.5	4	-0.9	-2	17	0	-3	0.9	0.0
Cc1ccc2nc(C3CCN(CC(=O)Nc4ccc5c(c4)OCCO5)CC3)[nH]c2c1	1	2.3	12	0.0	-1	32	-8	-22	1	0.2
